aGal spleen mod: qHTS Assay for Inhibitors and Activators of Human alpha-Galactosidase From Spleen Homogenate; human spleen homogenate, 4MU-alpha-Gal fluorescence, 40 min; 240,000 compounds, 0.008% hits; Potency, µM (highest dose often 80 µM), inactives show top-dose activity change, negative = inhibition, hits mostly inhibitors; Alpha-galactosidase A (Homo sapiens), P06280;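 also: 0% = enzyme with vehicle and -100% = no enzyme basal signal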
Target sequence (P06280 32-429 limits assumed): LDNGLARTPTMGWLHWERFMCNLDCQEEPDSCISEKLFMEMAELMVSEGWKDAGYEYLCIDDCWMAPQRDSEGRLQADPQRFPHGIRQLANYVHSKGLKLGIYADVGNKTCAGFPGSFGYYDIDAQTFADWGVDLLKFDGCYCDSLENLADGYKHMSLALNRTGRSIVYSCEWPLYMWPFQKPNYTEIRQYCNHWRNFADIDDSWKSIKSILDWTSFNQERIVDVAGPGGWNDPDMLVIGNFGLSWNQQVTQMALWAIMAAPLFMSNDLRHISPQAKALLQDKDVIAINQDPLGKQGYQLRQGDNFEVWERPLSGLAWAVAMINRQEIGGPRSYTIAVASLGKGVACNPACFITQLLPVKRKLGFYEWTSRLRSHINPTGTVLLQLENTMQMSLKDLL
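qHTS titration in buffer at pH 5.0. Alpha-galactosidase activity in spleen homogenate was measured via 4-methylumbelliferone release from 1 mM fluorogenic substrate after 40 min at 37C and a pH 10 stop. AC50 came from Hill fits of control-normalized data.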
aGlu spleen mod: qHTS Assay for Inhibitors and Activators of Human alpha-Glucosidase From Spleen Homogenate; human spleen homogenate, 4-MU-alpha-glucoside fluorescence; 240,000 compounds, 0.006% hits; Potency, µM (top dose mostly 79.9 µM), for the others: at the top dose activity change, negative = inhibition, actives largely listed as inhibitors; Lysosomal alpha-glucosidase (Homo sapiens), P10253;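 also: 0% = enzyme with vehicle and -100% = no enzyme basal signal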
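Enzyme source: human spleen homogenate, 1 ug/well. Buffer 50 mM citric acid/K phosphate pH 5.0, 0.01% Tween-20. 4-MU-alpha-glucoside 1 mM; 37 C x 40 min; NaOH/glycine stop; fluorescence.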
An asterisk follows results filed as active; & = joins results of further samples. Calls follow the shape of the dose curve; as a rule, active = well fitted curve in the direction sought with a large enough effect; inconclusive = small, poorly fitted or top-dose-only effect, or another doubt; inactive = no such curve, though single readings can be large; an effect the other way counts as inactive or inconclusive. Potency is read from the fitted curve at half-maximal effect. These rows are one share of the data. The share of hits here may be higher or lower than overall.

Screens in order: aGlu spleen mod	aGal spleen mod
COc1c(O)c2c(=O)cc(OC)c3c4c(OC)cc(=O)c5c(O)c(OC)c6c(c(c1C[C@@](C)(O)[C@H]6C(C)=O)c23)c54
→ -9%	6%
O=C(O)c1ccc2c(c1)C(=O)N([C@@H](Cc1ccc(O)cc1)C(=O)O)C2=O
→ 0%	3%
COc1ccc(-c2nnc3n2N=C(c2c(OC)cccc2OC)CS3)cc1
→ 7%	5%
Cc1cc(O)c(C)c2sc(N)nc12
→ 6%	-3%
CC(=O)c1ccc(-c2cccc(C3C4C=CCCC4(C)C(=O)N3Cc3ccccc3)c2)cc1 (stereo not drawn)
→ -4%	0%
Cc1ccsc1CNc1ncnc2ccc(-c3c(C)noc3C)cc12
→ 6%	2%
O=C1COCCN1
→ 10%	11%
CCCCN(CC)c1nc(C)nc2c1c(C)c(C)n2-c1c(C)cc(C)cc1C
→ -1%	5%
CC[C@H](C)[C@H](NC(=O)[C@H](CCC(=O)O)NC(=O)CNC(=O)[C@@H](NC(=O)[C@@H]1CCCN1C(=O)[C@@H](NC(=O)[C@@H]1CCCN1C(=O)[C@@H]1CCCN1C(=O)[C@H](CC(N)=O)NC(=O)[C@H](CC(N)=O)NC(=O)[C@@H](NC(=O)[C@H](CCSC)NC(=O)[C@H](Cc1c[nH]c2ccccc12)NC(=O)CNC(=O)[C@@H](NC(=O)[C@H](CCC(N)=O)NC(=O)[C@@H](N)CCC(=O)O)[C@@H](C)CC)[C@@H](C)O)[C@@H](C)CC)C(C)C)C(=O)O
→ 1%	0%
CC[Si](CC)(CC)O[C@H]([C@@H](C)COCOC)[C@@H](C)COCc1ccc(OC)cc1
→ -7%	-1%
O=C1/C(=C\c2ccc(O)c(O)c2)Oc2cc(O)ccc21
→ -6%	-1%
CN[C@@H](CCCN=C(N)N)C(=O)N[C@@H](CCCCN)C(=O)N1CCC[C@H]1C(=O)N[C@@H](Cc1c[nH]c2ccccc12)C(=O)N[C@H](C(=O)N[C@H](CC(C)C)C(=O)O)C(C)(C)C
→ 7%	2%
Cc1cc(I)ccc1Nc1c(C(=O)NOCC2CC2)cc(F)c(F)c1F
→ 7%	0%
COc1cc(O)c2c(c1)oc(=O)c1c3cc(O)c(O)cc3oc21
→ -10%&-2%	1%&3%
CC[C@H](NC(=O)[C@H](CCCN=C(N)N)NC(=O)[C@H](Cc1c[nH]c2ccccc12)NC(=O)[C@@H](N)CS)C(=O)N[C@@H](CCCN=C(N)N)C(=O)N[C@@H](Cc1ccc(O)cc1)C(N)=O
→ 11%	0%
O=C(NCCN1CCOCC1)C1(C(F)(F)F)CC(CCCO)CCCO1 (stereo not drawn)
→ -4%	-12%
CC[C@H](C)[C@H](NC(=O)[C@H](CO)NC(=O)[C@H](CC(N)=O)NC(=O)[C@H](CC(C)C)NC(=O)[C@H](Cc1ccc(O)cc1)NC(=O)[C@H](CCCCN)NC(=O)[C@H](CCCCN)NC(=O)[C@@H](NC(=O)[C@H](C)NC(=O)[C@H](CCSC)NC(=O)[C@H](CCC(N)=O)NC(=O)[C@H](CCCCN)NC(=O)[C@H](CCCNC(=N)N)NC(=O)[C@H](CC(C)C)NC(=O)[C@H](CCCNC(=N)N)NC(=O)[C@@H](NC(=O)[C@H](Cc1ccc(O)cc1)NC(=O)[C@H](CC(N)=O)NC(=O)[C@H](CC(=O)O)NC(=O)[C@@H](NC(=O)[C@H](Cc1ccccc1)NC(=O)[C@@H](NC(=O)[C@H](C)NC(=O)[C@H](CC(=O)O)NC(=O)[C@H](CO)NC(=O)[C@@H](N)Cc1cnc[nH]1)C(C)C)[C@@H](C)O)[C@@H](C)O)C(C)C)C(=O)N[C@@H](CC(C)C)C(=O)N[C@@H](CC(N)=O)C(N)=O
→ 9%	-6%
COc1ccc(C2/C=C\CN(S(=O)(=O)CC34CCC(CC3=O)C4(C)C)CC(=O)N2Cc2ccc(F)cc2)cc1 (stereo not drawn)
→ 5%	3%
ONCc1ccccc1
→ 1%	-6%
Cc1ccc(CCN2C(=O)c3ccc(C(=O)O)cc3C2=O)cc1
→ 6%	5%

Next part, overlapping the part above by 3 compounds.
Screens in order: aGlu spleen mod	aGal spleen mod
COc1ccc(C2/C=C\CN(S(=O)(=O)CC34CCC(CC3=O)C4(C)C)CC(=O)N2Cc2ccc(F)cc2)cc1 (stereo not drawn)
→ 5%	3%
ONCc1ccccc1
→ 1%	-6%
Cc1ccc(CCN2C(=O)c3ccc(C(=O)O)cc3C2=O)cc1
→ 6%	5%
COc1ccc(OC)c(C2=Nn3c(nnc3-c3ccc(OC)c(OC)c3)SC2)c1
→ -20%	-4%
NC(=O)Nc1sc(-c2ccc(F)cc2)cc1C(N)=O
→ -5%	-12%
COc1ccc(OC)c(C2=Nn3c(nnc3-c3ccccc3OC)SC2)c1
→ 10%	4%
CC(C)C[C@H](NC(=O)[C@H](Cc1ccccc1)NC(=O)CNC(=O)[C@H](CCC(=O)O)NC(=O)[C@H](CCCNC(=N)N)NC(=O)[C@H](C)NC(=O)[C@H](C)NC(=O)[C@@H](N)CC(=O)O)C(=O)N[C@@H](CC(=O)O)C(=O)N[C@H](C(=O)N[C@@H](CC(C)C)C(=O)N[C@H](C(=O)N[C@H](C(=O)N[C@@H](CC(C)C)C(=O)N[C@@H](Cc1cnc[nH]1)C(=O)N[C@@H](CCCNC(=N)N)C(=O)N[C@@H](C)C(=O)NCC(=O)N[C@@H](C)C(=O)N[C@@H](CCCNC(=N)N)C(=O)O)C(C)C)C(C)C)[C@@H](C)O
→ 4%	12%
CCCC/C=C/[C@H](c1ccccc1)[C@H](CO)Cc1ccccc1
→ -2%	6%
Cc1ccc(S(=O)(=O)Nc2cccc3ccc(C)nc23)cc1
→ -1%	-3%
NC(=O)C1CCCN1C(=O)C(Cc1cnc[nH]1)NC(=O)C1CCC(=O)N1 (stereo not drawn)
→ 0%	3%
COc1ccc(C2C=C3CNS(=O)(=O)C3CC2OC(=O)c2cccs2)cc1 (stereo not drawn)
→ 2%	-13%
O=C(NCc1ccccc1)C1(C(F)(F)F)C/C(=C/Cc2ccccc2)CCCO1 (stereo not drawn)
→ 0%	22%
Cc1ccc2c(c1)C1(C=CC(=O)C=C1)CC(=O)N2C
→ -7%	8%
OC[C@@H]1O[C@H](O)[C@H](O)[C@@H](O)[C@@H]1O
→ -4%	-10%
NCCCC[C@H](NC(=O)[C@H](Cc1c[nH]c2ccccc12)NC(=O)[C@H](CC(=O)O)NC(=O)[C@H](Cc1cnc[nH]1)NC(=O)[C@H](CO)NC(=O)[C@H](Cc1c[nH]c2ccccc12)NC(=O)[C@H](Cc1cnc[nH]1)NC(=O)[C@@H]1CCC(=O)N1)C(=O)N1CCC[C@H]1C(=O)NCC(N)=O
→ 4%	2%
CC[C@H](C)[C@H](NC(=O)[C@H](CCC(=O)O)NC(=O)[C@H](CC(N)=O)NC(=O)[C@@H](N)[C@@H](C)O)C(=O)N[C@H](C(=O)N[C@@H](CCC(=O)O)C(=O)N[C@@H](CCC(=O)O)C(=O)N[C@@H](CCC(N)=O)C(=O)N[C@@H](Cc1ccc(O)cc1)C(=O)N[C@H](C(=O)N1CCC[C@H]1C(=O)N[C@@H](CCC(N)=O)C(=O)N[C@@H](CO)C(=O)N[C@@H](CC(C)C)C(=O)N[C@@H](C)C(=O)N[C@H](C(=O)N[C@@H](CC(C)C)C(=O)N[C@@H](CCC(=O)O)C(=O)N[C@@H](CO)C(=O)N[C@H](C(=O)N[C@@H](Cc1ccccc1)C(=O)N[C@@H](CCC(N)=O)C(=O)N[C@@H](CCC(=O)O)C(=O)N[C@@H](CC(C)C)C(=O)NCC(=O)N[C@@H](CCCCN)C(=O)N[C@@H](CC(C)C)C(=O)N[C@H](C(=O)NCC(=O)N1CCC[C@H]1C(=O)N[C@@H](CC(N)=O)C(=O)N[C@@H](CO)C(=O)N[C@@H](CCC(N)=O)C(=O)O)[C@@H](C)O)C(C)C)[C@@H](C)O)[C@@H](C)O)C(C)C
→ -9%	-2%
COc1ccc(-c2ccc(C(C)=O)cc2)cc1C1C2C=CCCC2(C)C(=O)N1Cc1ccccc1 (stereo not drawn)
→ 3%	9%
CC(C)C[C@H](NC(=O)[C@H](CCCCN)NC(=O)[C@H](CCCNC(=N)N)NC(=O)[C@H](C)NC(=O)[C@H](CO)NC(=O)[C@H](CCCCN)NC(=O)[C@H](CCCNC(=N)N)NC(=O)[C@H](C)NC(=O)CNC(=O)[C@@H](NC(=O)[C@H](Cc1ccccc1)NC(=O)CNC(=O)CNC(=O)[C@@H](N)Cc1ccccc1)[C@@H](C)O)C(=O)N[C@@H](C)C(=O)N[C@@H](CC(N)=O)C(=O)N[C@@H](CCC(N)=O)C(=O)O
→ 10%	7%
COc1cc(O)c2c(c1)O[C@H](c1ccccc1)CC2=O
→ -4%	-6%
c1ccc(-c2ccc(OCCN3CCCC3)cc2)cc1
→ -2%	4%
C/C=C1\COC(C(=O)NCc2ccccc2)(C(F)(F)F)C=C1C=C(C)C (stereo not drawn)
→ 5%	6%
CCOC(=O)N1CCN([N+]([O-])=NOc2cc(O/N=[N+](\[O-])N(C)C)c([N+](=O)[O-])cc2[N+](=O)[O-])CC1
→ 2%	2%
CC1CC=CC2C1C(=O)N(Cc1ccccc1)C2c1ccc(Br)cc1F (stereo not drawn)
→ -2%	-4%
CC/C=C/[C@@H](c1ccccc1)[C@H](C)C(O)CC(=O)SC(C)(C)C (stereo partly drawn)
→ 3%	1%
COC(=O)C(C)CCCC(C)CCCC(C)CCCC(C)C (stereo not drawn)
→ -3%	-2%
CC(C)(C)OC(=O)N1C=CCC1CN1C(=O)COCC1=O (stereo not drawn)
→ -6%	7%

Single values from the entries so far:
aGlu spleen mod with CC(C)C[C@H](NC(=O)[C@H](CCCCN)NC(=O)[C@H](CCCNC(=N)N)NC(=O)[C@H](C)NC(=O)[C@H](CO)NC(=O)[C@H](CCCCN)NC(=O)[C@H](CCCNC(=N)N)NC(=O)[C@H](C)NC(=O)CNC(=O)[C@@H](NC(=O)[C@H](Cc1ccccc1)NC(=O)CNC(=O)CNC(=O)[C@@H](N)Cc1ccccc1)[C@@H](C)O)C(=O)N[C@@H](C)C(=O)N[C@@H](CC(N)=O)C(=O)N[C@@H](CCC(N)=O)C(=O)O stands at 10%
aGlu spleen mod with COc1ccc(OC)c(C2=Nn3c(nnc3-c3ccc(OC)c(OC)c3)SC2)c1 stands at -20%
aGal spleen mod with COC(=O)C(C)CCCC(C)CCCC(C)CCCC(C)C (stereo not drawn) stands at -2%
aGlu spleen mod with NC(=O)C1CCCN1C(=O)C(Cc1cnc[nH]1)NC(=O)C1CCC(=O)N1 (stereo not drawn) stands at 0%

Reprinted at random: three entries already listed, in no set order.
Screens in order: aGlu spleen mod	aGal spleen mod
CC(C)C[C@H](NC(=O)[C@H](Cc1ccccc1)NC(=O)CNC(=O)[C@H](CCC(=O)O)NC(=O)[C@H](CCCNC(=N)N)NC(=O)[C@H](C)NC(=O)[C@H](C)NC(=O)[C@@H](N)CC(=O)O)C(=O)N[C@@H](CC(=O)O)C(=O)N[C@H](C(=O)N[C@@H](CC(C)C)C(=O)N[C@H](C(=O)N[C@H](C(=O)N[C@@H](CC(C)C)C(=O)N[C@@H](Cc1cnc[nH]1)C(=O)N[C@@H](CCCNC(=N)N)C(=O)N[C@@H](C)C(=O)NCC(=O)N[C@@H](C)C(=O)N[C@@H](CCCNC(=N)N)C(=O)O)C(C)C)C(C)C)[C@@H](C)O
→ 4%	12%
CCCC/C=C/[C@H](c1ccccc1)[C@H](CO)Cc1ccccc1
→ -2%	6%
CC1CC=CC2C1C(=O)N(Cc1ccccc1)C2c1ccc(Br)cc1F (stereo not drawn)
→ -2%	-4%

Assay outcomes (PubChem)
